Runt-CBFb FRET: blocks binding of human RUNX1 Runt domain to CBFb; Q01196+Q13951; 0.46% of 220,000 active; Cerulean-Runt/Venus-CBFb FRET ratio 530/480, 1 h; inhibition, % at 20 µM;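 active means inhibition over about 50% at 20 µM in the single-dose screen, limit read from the data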;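 further: 0% = DMSO wells and 100% = excess unlabeled CBFb competitor control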
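Assay system: Cerulean-Runt domain fusion protein, energy donor; Signal: fluorescence energy transfer, 422 nm excitation, 530/480 nm emission; Timing: 1 h compound exposure, room temperature; Control set: unlabeled CBFb; Medium: Tris buffer pH 7.5 with salts and BSA; Compound: single test concentration of 20 µM, 1% DMSO final; Probe or stimulus: Venus-CBFb 100 nM.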
EBV gp42 inh: EBV gp42 inhibition. Q1HVG2. Fluorescence polarization binding assay, mP read-out. inhibition, % (tested at 21.74 µM). 0.42% of 220,000 active. AID 1085; in the data active means inhibition above about 50%
Target sequence (Q1HVG2 whole entry, looked up): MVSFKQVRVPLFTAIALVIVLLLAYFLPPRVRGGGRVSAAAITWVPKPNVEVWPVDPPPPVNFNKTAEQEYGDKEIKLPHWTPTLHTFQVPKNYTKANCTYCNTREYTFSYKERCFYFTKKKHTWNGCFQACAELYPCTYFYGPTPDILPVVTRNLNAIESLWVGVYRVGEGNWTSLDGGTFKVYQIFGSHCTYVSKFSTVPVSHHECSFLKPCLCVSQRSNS
Hck Nef HTS: human Hck-Nef kinase inhibition. Recombinant Hck-YEEI plus Nef, Z-Lyte FRET kinase assay. AID 463187. P08631. 0.68% of 220,000 active. inhibition, % at 20 µM;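 active means Hck-Nef kinase inhibition above about 50%, limit read from the data; inactive means inhibition below that limit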;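 further: 0% = DMSO with Hck plus Nef and 100% = Hck alone without Nef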
Target sequence (P08631 whole entry, looked up): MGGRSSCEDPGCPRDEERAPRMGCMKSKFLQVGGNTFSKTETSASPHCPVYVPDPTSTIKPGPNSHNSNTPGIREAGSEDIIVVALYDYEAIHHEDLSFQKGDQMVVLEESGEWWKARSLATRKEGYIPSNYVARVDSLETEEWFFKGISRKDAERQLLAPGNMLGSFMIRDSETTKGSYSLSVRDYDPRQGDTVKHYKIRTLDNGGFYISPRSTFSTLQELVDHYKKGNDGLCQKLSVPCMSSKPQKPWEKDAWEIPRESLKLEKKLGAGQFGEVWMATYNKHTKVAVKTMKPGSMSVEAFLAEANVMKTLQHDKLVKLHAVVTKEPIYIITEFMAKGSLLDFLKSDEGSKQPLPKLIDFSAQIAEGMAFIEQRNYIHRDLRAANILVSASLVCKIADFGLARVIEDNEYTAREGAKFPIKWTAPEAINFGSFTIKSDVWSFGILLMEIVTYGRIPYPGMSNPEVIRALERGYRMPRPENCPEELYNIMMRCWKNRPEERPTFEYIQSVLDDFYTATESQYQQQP
L929 necroptosis: L929 zVAD cell death inhibition. 0.38% of 220,000 active. viability rescue, % at 10 µM. L929 zVAD necroptosis rescue, ATP luminescence, 24 h; with zVAD 60 µM;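 active means activation, scaled between plate controls, above about 75%, limit read from the data; inactive means activation under that limit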;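 further: 0% = zVAD with DMSO and 100% = DMSO alone without zVAD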
14-3-3 Bad PPI: disrupts binding of bovine 14-3-3 zeta to phospho-Bad peptide | TR-FRET 14-3-3zeta/Dy647-pBad peptide displacement, 1 h | AID 781 | P63103 | 0.71% of 220,000 active | inhibition, % at 21.7 µM;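 active means inhibition above about 70%, limit read from the data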;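 further: 0% = full 14-3-3 plus peptide FRET controls and 100% = background without 14-3-3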
Target sequence (P63103 whole entry, looked up): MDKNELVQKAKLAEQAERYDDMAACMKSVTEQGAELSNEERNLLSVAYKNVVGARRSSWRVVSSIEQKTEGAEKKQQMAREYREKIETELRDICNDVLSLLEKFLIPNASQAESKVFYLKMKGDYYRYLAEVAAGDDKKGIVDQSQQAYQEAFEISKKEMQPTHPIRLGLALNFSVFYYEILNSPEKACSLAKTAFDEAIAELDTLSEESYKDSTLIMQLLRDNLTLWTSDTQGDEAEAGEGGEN
NCF1 inh: blocks human p47phox regulatory protein of NADPH oxidases; p47phox/p22phox peptide binding, fluorescence polarization, 2 h; inhibition, % at 24.7 µM; 0.53% of 220,000 active;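 active means inhibition above about 30%, limit read from the data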;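 further: 0% = p47phox with labelled peptide and 100% = labelled peptide alone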
Runt-SMMHC FRET: blocks binding of human RUNX1 Runt domain to CBFb-SMMHC; Q01196+Q13951; Cerulean-Runt/Venus-CBFb-SMMHC FRET ratio 530/480, 1 h; inhibition, % at 20 µM; 0.74% of 220,000 active; AID 1434;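 active means mean inhibition across duplicate retests at 20 µM reaching about 50%, limit read from the data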;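 further: 0% = DMSO wells and 100% = wells with excess untagged CBFb-SMMHC; inhibitors lower the FRET ratio by blocking Runt binding to CBFb-SMMHC; some results filed as inactive read as strong as hits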
Tb hexokinase: blocks Trypanosoma brucei hexokinase 1 activity | recombinant TbHK1, G6PDH-coupled NADH A340 | inhibition, % at 10 µM | 0.11% of 220,000 active | AID 1430;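 active means inhibition of 50% or more in the single-dose primary screen; inactive means inhibition below 50%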
MDM2 E3 inh: blocks human Mdm2 ubiquitin ligase activity; signal enhancement, % at 5 µM; Q00987; 0.11% of 210,000 active; cell-based MDM2 ubiquitination luciferase reporter, 2 h; 0 = plate control, 100 = twice control, blank-subtracted;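 active means signal enhancement of 30% or more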;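 further: luminescence tracks abundance of the self-degrading MDM2-luciferase fusion protein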
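Material: stable MDM2–luciferase fusion reporter cells / Quantity: 2000 cells/well / Dosing: single 5 µM compound dose, 0.2% final DMSO / Buffer or medium: DMEM / Schedule: 4 h cell settling then 2 h compound exposure, 37 °C / Detection: luminescence with SteadyLite reagent, 15 min at room temperature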
* marks the source's active call; other numbers are inactive results; . = no result given; & = joins results of further samples; [ ] = another dose, or the depositor's remark. The order is random, and some 3.2% of all compounds hit somewhere here.

SMILES	Runt-CBFb FRET	EBV gp42 inh	Hck Nef HTS	L929 necroptosis	14-3-3 Bad PPI	NCF1 inh	Runt-SMMHC FRET	Tb hexokinase	MDM2 E3 inh
Cc1ccnc2c1NC(=O)c1cccnc1N2C1CC1	-2&-1	-12&-11	-1	-0.4	-5&0	-3&4	2&-3	0	-13
C=C(C)c1cccc(C(C)(C)NC(=O)Nc2ccc(C(N)=O)cc2)c1	0	-4	19	4.2	-12	-1	3	0	8
COc1ccc(C)cc1NS(=O)(=O)c1ccc(NS(=O)(=O)c2ccc(NC(C)=O)cc2)cc1	0	-26	-1	0.0	7	-2	-4	1	0
CCN(CC)CCOC(=O)c1c(C)n(C)c2ccc(OC)cc12	-3	-14	2	0.6	42[fluorescence artefact?]	8	0	2	-6
CC(C)CCNCC1OCc2ccccc2CO1	1	2	7	0.8	9	0	-2	1	-7
COc1ccc(CC(=O)Nc2ccccc2Oc2ccccc2)cc1	-3	-19	17	0.5	7	-2	-1	2	11
CCCc1nc2c(C)ccc(C)c2c(N)c1CC	1	-22	-1	-0.2	46	-1	2	-15	-7
O=C(CSc1nnc(-c2cnccn2)n1Cc1ccco1)c1ccc(Cl)cc1	22	-21	-1	-0.2	-4	-21	13	-4	-2
CCn1nc(C)c(C(=O)Nc2cc(Oc3cc(C)cc(C)c3)cc([N+](=O)[O-])c2)c1C	-2	-3	6	0.3	19[fluorescence artefact?]	-1	-3	-17	2
CS(=O)(=O)N1N=C(c2cccs2)CC1c1ccc(Cl)o1 (stereo not given)	6	-27	21	-0.1	-14	-84	2	-1	-19
CCn1cc([N+](=O)[O-])c(C(=O)N2CCOCC2)n1	-3	-1	3	0.0	-11	-29	-1	-7	9
COc1ccc(N2C(=O)C3CC=C(Cl)CC3C2=O)cc1 (stereo not given)	2	0	3	0.1	0	-8	-10	-2	-9
CCOC(=O)c1cc(NCc2cccs2)ccc1N1CCOCC1	3	-6	9	31	-13	-8	3	-7	-8
C=CCn1c(SCC(=O)Nc2cc3oc4ccccc4c3cc2OC)nnc1-c1cnccn1	-4	-5	0	4.3	-9[fluorescence artefact?]	-12	-12	-9	-2
Cc1ccccc1NC(=O)CN1C(=O)S/C(=C\c2ccc(-c3cccc(C(=O)O)c3C)o2)C1=O	12	-22	38	2.4	-3	-51	-4	14	-11
CC1(C)CC(=O)C(C=NCCN2CCN(C(=S)Nc3ccccc3)CC2)=C(O)C1	4	-24	0	0.7	-17[fluorescence artefact?]	-2	-1	13	-17
CCN(CC)C(=O)c1cc(-c2ccccc2OC)on1	0	2	2	0.8	5	-4	-6	4	-7
O=S(=O)(c1cccs1)N1CCCc2cccc(O)c21	5	-26	8	0.1	74*	-6	3	-3	8
CCOC(=O)c1ccc(S(=O)(=O)N2CCC(C(=O)OCC)CC2)cc1	-3	-12	1	-0.3	1[fluorescence artefact?]	-8	-2	4	-1
Cc1cc(C)c(C#N)c(N2CCOCC2)n1	-2	-2	4	0.4	-12	1	3	0	2
O=S(=O)(c1ccc(S(=O)(=O)N2CCN(Cc3ccccc3)CC2)cc1)N1CCOCC1	0	-4	1	-0.3	7	-14	-14	-2	-8
COc1ccccc1-c1ccc(=O)n(CC(=O)NCc2ccco2)n1	-1	13	-8	1.9	-3	3	-8	-6	-5
Cn1c(=O)c2c(nc(Br)n2Cc2ccc3ccccc3c2)n(C)c1=O	-1	-9	0	-0.5	4	-8	1	3	-9
CCN(CC)C(=O)C1=C(C)NC(=S)NC1c1cn(-c2ccccc2)nc1-c1ccc(Cl)cc1 (stereo not given)	.	-13	0	-0.2	4	-12	1	-4	-9
NC(=O)[C@@H]1CCCCNc2c(F)cc([N+](=O)[O-])cc2C(=O)N[C@@H](CC(=O)O)C(=O)NCC(=O)N1	0	-5	-3	3.6	1[fluorescence artefact?]	-8	3	-9	.
(continued)
SMILES	Runt-CBFb FRET	EBV gp42 inh	Hck Nef HTS	L929 necroptosis	14-3-3 Bad PPI	NCF1 inh	Runt-SMMHC FRET	Tb hexokinase	MDM2 E3 inh
COc1ccc(C2C3C=CCC(c4cccc(-c5ccc(C)cc5)c4)C3C(=O)N2Cc2ccccc2)cc1Cl (stereo not given)	-1	-18	28	0.8	-4	-20	-1	-2	9
CCn1c2ccccc2c2cc(NC(=O)c3ccc(Br)o3)ccc21	2	3	-2	1.0	4	-11	-2	-10	-11
Cc1ccc(S(=O)(=O)N2CCC(=O)N(CCOCc3cccc(Cl)c3)CC2)cc1	-5	16	-1	-0.2	-2	-1	1	-2	.
Cc1ccc(-n2ncc3c(Nc4c(C)n(C)n(-c5ccccc5)c4=O)ncnc32)c(C)c1	-3	-8	-1	-0.1	-7	10	-3	-4	-3
CCN(CC)c1nc2c(s1)C(=O)CC(C)(C)C2	1	-8	4	-0.2	0	-16	-3	-62	-18
COCCCn1c(=N)c(C(=O)NCc2ccc3c(c2)OCO3)cc2c(=O)n3ccccc3nc21	79*	-10	8	-0.4	2	-2	172*	-16	-25
Cc1c(C(=O)O)c2cc(O)ccc2n1-c1ccccc1	2	1	-1	-0.6	-15[fluorescence artefact?]	-10	-3	-2	-15
N/C(=N\OC(=O)c1cc(Cl)ccc1Cl)c1ccncc1	-1	-10	4	-1.2	-8	-16	-4	-4	-6
CN1CCN(C(=S)c2ccc(-c3cccc(Cl)c3Cl)o2)CC1	11	-1	5	3.6	-4	-8	-1	-22	-9
CCOC(=O)N1CCN(C(c2ccc(Cl)cc2)c2sc3nc(C)nn3c2O)CC1 (stereo not given)	1	-3	14	0.0	2	4	-6	-11	-2
COc1cccc(Nc2nc(-c3cccs3)nc3ccccc23)c1	-2	-22	10	3.8	-12	-75	5	-10	-10
COc1ccc(NC(=O)N(C2CCCCC2)C(C)c2ccco2)c(OC)c1 (stereo not given)	48	-18	0	-0.4	-6	3	-1	2	.
CC1c2ccccc2N(NC(=O)Cc2ccccc2)C1C (stereo not given)	3	-3	-4	-0.6	-7	-5	2	-4	-9
CC(=O)N/N=C(\C)CC(=O)Nc1cccc2c1CCCC2	.	-21	14	-1.9	3	-3	.	2	-5
CC1=NN(C(=O)c2ccc(Cn3nc(C)cc3C)o2)C(O)(C(F)(F)F)C1 (stereo not given)	2	5	4	0.0	-5	-1	-2	-7	-20
CCNc1nc(NCC)nc(SCCOC(=O)COc2ccc(Cl)cc2Cl)n1	-1	-8	-22	-1.0	-4[fluorescence artefact?]	-22	3	10	.
CCOC(=O)c1nc(C)nc(Sc2n[nH]c(-c3ccc(C(C)(C)C)cc3)n2)c1C	-6	-1	14	0.5	-4	-10	1	-21	-13
Clc1ccccc1CN1CCN(/N=C/C=C/c2ccco2)CC1	1	-7	19	0.6	-5	-6	-3	-59	-8
N#Cc1ccccc1Cn1c(=O)n(Cc2ccc(C(=O)NCc3ccco3)cc2)c(=O)c2ccccc21	-4	-4	21	-1.2	52	30*	-4	3	-3
CCOC(=O)C1(Cc2ccccc2C(F)(F)F)CCN(C2CCC2)CC1	-2	3	1	-1.0	-8	-13	-6	0	-2
Cc1ccc(C(=O)Nc2nnc(CC(=O)N/N=C/c3ccncc3)s2)cc1	4	2	26	0.1	6	15	-5	-6	-12
Nc1nc(Nc2cccc(C(F)(F)F)c2)nc(C(F)(F)F)n1	-3	-15	1	11	7	-6	-4	3	-16
COc1ccc(NC(=O)CSc2nnc(C3CC3)n2-c2ccccc2)cc1	0	-16	0	0.1	-3	-5	-1	-4	0
c1ccc(-n2nnnc2Cc2nnnn2-c2ccccc2)cc1	-1	2	16	-1.3	-2	0	3	6	-15
Cc1c(Nc2nc(C(F)(F)F)nc3ccccc23)c(=O)n(-c2ccccc2)n1C	0	-5	-1	1.2	3	-10	-1	-10	-2
Additional entries follow:
SMILES	Runt-CBFb FRET	EBV gp42 inh	Hck Nef HTS	L929 necroptosis	14-3-3 Bad PPI	NCF1 inh	Runt-SMMHC FRET	Tb hexokinase	MDM2 E3 inh
COc1ccc(-c2nnc(S/C(=C/c3ccc(Cl)cc3)C(=O)O)o2)cc1	3	-17	25	1.7	-5	-13	-4	-8	-9
O=C(COc1ccc2oc3c(c2c1)CCCC3)Nc1ccccn1	-2	-9	2	-0.5	6[fluorescence artefact?]	178*	5	-2	-38
Fc1ccc(NCc2cn3ccccc3n2)cc1	-1	-8	-1	-0.1	6	1	0	2	23
O=C1OC(c2ccc(F)cc2)=N/C1=C\c1ccc(Br)o1	1	-20	26	0.4	-5	-48	-6	-13	-14
CCOC(=O)N1CCN(Cc2nc(N)nc(Nc3ccc(OCC)cc3)n2)CC1	0	-8	0	0.1	-11	-5	2	-3	-11
COCC(=O)Nc1nnc(-c2cccs2)s1	3	7	-2	1.4	2	-6	0	-43	-10
CC(C)(C)C(=O)Nc1nc(C2CCCN2S(=O)(=O)c2ccc(Cl)cc2)cs1 (stereo not given)	1	-4	1	-0.3	71*	11	2	-5	-5
COc1ccc(CNC(=O)c2ccc(NS(=O)(=O)c3c(C)noc3C)cc2)cc1	-2	-18	3	0.2	15[fluorescence artefact?]	-12	4	4	-31
Cc1cc(C)cc(Nc2c3c(nc4ncnn24)CCC3)c1	2	-14	14	2.5	4	5	-2	-3	-19
OCCN1CCN(c2nc3ccccc3nc2-c2ccccc2)CC1	2	-4	1	1.9	-5	-1	0	-5	-10
CCOC(=O)N1CCC(NS(=O)(=O)c2ccc3c(c2)OCC(=O)N3)CC1	-2	-18	1	-0.2	6	-14	6	2	-35
O=C(c1cccn2c(=O)c3cc4ccccc4cc3nc12)N1CCN(c2ccccc2)CC1	3	0	0	0.6	20[fluorescence artefact?]	-9	-11	-4	-12
Cc1c(NS(=O)(=O)c2cccs2)c(=O)n(-c2ccccc2)n1C	4	-16	1	0.0	1[fluorescence artefact?]	-8	18	4	-13
CC1CN(S(=O)(=O)c2ccc(Cl)c(C(F)(F)F)c2)CC(C)O1 (stereo not given)	-2	0	-1	-0.1	-11	11	32	-1	-9
Cn1cc(-c2ccccc2C(N)=O)c(=O)c2ccccc21	0	-19	11	0.3	0	-1	0	-20	-10
O=S(=O)(Nc1ccc(Cl)cc1)c1ccc2c(c1)CCO2	0	0	-14	0.1	98*	-15	-1	36	-8
Cc1nc(CSc2nnc3scc(-c4ccccc4)n23)cs1	-2	-2	2	0.5	-4	5	3	5	2
CCOC(=O)c1cc(C#N)c(Nc2ccc(C)cc2)nc1C(F)(F)F	3	2	-5	1.6	0	3	3	-15	-12
COCCCNC(=S)NC1CC2CCCC(C1)N2Cc1cccs1 (stereo not given)	-1	-6	0	-0.5	7[fluorescence artefact?]	-7	3	2	-2

5 compounds out of the list, sorted by count of non-hydrogen atoms, rising:
SMILES	Runt-CBFb FRET	EBV gp42 inh	Hck Nef HTS	L929 necroptosis	14-3-3 Bad PPI	NCF1 inh	Runt-SMMHC FRET	Tb hexokinase	MDM2 E3 inh
O=S(=O)(Nc1ccc(Cl)cc1)c1ccc2c(c1)CCO2	0	0	-14	0.1	98*	-15	-1	36	-8
Cn1cc(-c2ccccc2C(N)=O)c(=O)c2ccccc21	0	-19	11	0.3	0	-1	0	-20	-10
OCCN1CCN(c2nc3ccccc3nc2-c2ccccc2)CC1	2	-4	1	1.9	-5	-1	0	-5	-10
CC(C)(C)C(=O)Nc1nc(C2CCCN2S(=O)(=O)c2ccc(Cl)cc2)cs1 (stereo not given)	1	-4	1	-0.3	71*	11	2	-5	-5
O=C(c1cccn2c(=O)c3cc4ccccc4cc3nc12)N1CCN(c2ccccc2)CC1	3	0	0	0.6	20[fluorescence artefact?]	-9	-11	-4	-12

From PubChem BioAssay
